Source: PubChem BioAssay (National Center for Advancing Translational Sciences (NCATS))
L3MBTL1 block – blocks human L3MBTL1; actives 0.66% (n = 230,000); Q9Y468; AlphaScreen L3MBTL1–H3K9me1 peptide binding; Potency, µM (doses to about 57.1 µM), for inactives: at the highest dose activity, negative = inhibition, hits mostly inhibitors; note: nearly all actives have a fitted effect of over 60% in size
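AlphaScreen assay: L3MBTL1 (50 nM final) was preincubated 30 min at room temperature with biotinylated H3(1-15)K9me1 peptide (75 nM final), then 30 min with library compounds; streptavidin donor and nickel chelate acceptor beads (10 ug/mL final) added, 30 min dark.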
GAA glycogen – alters human alpha-glucosidase cleavage of glycogen | P10253 | recombinant GAA, glycogen substrate, Amplex Red glucose oxidase fluorescence | Potency, µM (doses to about 76.4 µM), inactives show at the highest dose activity change, negative = inhibition, usual class: inhibitors | actives 0.38% (n = 300,000);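 note: 0% = full enzyme reaction and -100% = no-enzyme basal signal; the screen sought inhibitors and activators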
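Natural-substrate format: glycogen cleavage by 4 nM human enzyme, glucose read by Amplex Red coupling (Ex 573, Em 610 nm). Normalized to enzyme and no-enzyme controls.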
TexasRed fluor – Texas Red fluorescence interference in TRb-SRC2 counter-screen; TRb/SRC2 Texas Red total fluorescence interference; Potency, µM (doses to about 106 µM), inactives show at the top dose fluorescence change, negative = quenching; actives 0.29% (n = 280,000); AID 1479; active = well fitted curve in either direction with a large enough effect; inconclusive = small, poorly fitted or top-dose-only effect
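Human TRb ligand-binding domain at 0.6 uM with 20 nM Texas Red SRC2 peptide in Tris buffer containing 1 uM T3 and 5% DMSO, incubated with compound 5 h at ambient temperature. Total fluorescence (555/632 nm) calculated as parallel + 2 × perpendicular.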
GAA spleen mod – lysosomal alpha-glucosidase (human) modulation | actives 0.006% (n = 240,000) | Potency, µM (top dose mostly 79.9 µM), for inactives: top-dose activity change, negative = inhibition, actives largely listed as inhibitors | human spleen homogenate, 4-MU-alpha-glucoside fluorescence | P10253 | AID 2112;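 note: 0% = enzyme with vehicle and -100% = no enzyme basal signal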
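Human spleen homogenate (1 ug) with 4-methylumbelliferyl-alpha-D-glucopyranoside (1 mM final) in 50 mM citrate/phosphate pH 5.0, 0.01% Tween-20; 40 min at 37 C. Stopped at pH 10; 4-MU fluorescence Ex 365/Em 440 nm; AC50 by Hill fit.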
RECQ1 helicase – RECQ1 (human) helicase inhibition | actives 0.54% (n = 240,000) | RECQ1 DNA unwinding, red fluorescence kinetic read | P46063 | Potency, µM (doses to about 57.3 µM), for the others: at the top dose activity, negative = inhibition, actives largely listed as inhibitors;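 note: plate controls were vehicle for no effect and no enzyme for full effect; nearly all actives have a fitted effect of over 30% in size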
Target sequence (P46063 whole entry, looked up): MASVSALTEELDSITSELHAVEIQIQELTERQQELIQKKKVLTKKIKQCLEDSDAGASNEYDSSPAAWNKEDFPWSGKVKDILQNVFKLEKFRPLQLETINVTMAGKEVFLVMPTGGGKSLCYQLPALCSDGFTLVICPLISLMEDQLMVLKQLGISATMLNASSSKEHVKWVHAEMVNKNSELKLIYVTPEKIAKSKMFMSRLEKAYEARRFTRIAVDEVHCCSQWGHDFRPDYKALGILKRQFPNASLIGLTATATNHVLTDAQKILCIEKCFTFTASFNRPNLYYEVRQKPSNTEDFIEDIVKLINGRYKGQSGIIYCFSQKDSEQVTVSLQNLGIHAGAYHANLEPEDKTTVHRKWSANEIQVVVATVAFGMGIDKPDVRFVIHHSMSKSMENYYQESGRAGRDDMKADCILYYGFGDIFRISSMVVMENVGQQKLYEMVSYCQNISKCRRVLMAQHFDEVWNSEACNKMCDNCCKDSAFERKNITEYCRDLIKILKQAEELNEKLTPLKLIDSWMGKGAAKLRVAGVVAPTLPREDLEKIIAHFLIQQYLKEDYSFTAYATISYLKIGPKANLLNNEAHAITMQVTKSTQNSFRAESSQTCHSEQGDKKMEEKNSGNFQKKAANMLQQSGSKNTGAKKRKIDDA
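RECQ1T1 50 nM; forked duplex (20 bp + 30-nt ss tails) 200 nM, ATP 2 mM final; pH 8.0, 2 mM MgCl2, 2.5 ug/ml poly(dI-dC); 15 min compound preincubation; discontinuous kinetic read over 2 h at RT.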
GAA inhib – blocks human lysosomal alpha-glucosidase; P10253; purified human GAA, 4-MU-alpha-glucoside fluorescence; Potency, µM (series often up to 76.9 µM), for inactives: top-dose activity change, negative = inhibition, hits mostly inhibitors; actives 0.005% (n = 200,000);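 note: plate controls were uninhibited enzyme wells for no effect and no-enzyme background for full effect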
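Read-out is 4-methylumbelliferone fluorescence (Ex 365/Em 440 nm) after NaOH/glycine stop at pH 10. Enzyme 4 nM, substrate 400 uM, pH 5.0 citrate buffer, 20 min room temperature; AC50 from Hill-equation concentration-response.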
RGS12 GoLoco inh – inhibitors of human Gai1-RGS12 GoLoco interaction (red fluorophore). P63096. actives 0.44% (n = 230,000). Potency, µM (highest dose often 61.6 µM), for the others: at the highest dose activity, negative = inhibition, most hits filed as inhibitors. Gai1:RGS12 GoLoco peptide FP, rhodamine, 10 min; active = well fitted inhibition curve with a large enough effect, not every such curve was filed as active; inactive = no such curve, though single readings can be large or run the other way; note: nearly all actives have a fitted effect of over 30% in size; many of its hits are not listed in these tables
Target sequence (P63096 whole entry, looked up): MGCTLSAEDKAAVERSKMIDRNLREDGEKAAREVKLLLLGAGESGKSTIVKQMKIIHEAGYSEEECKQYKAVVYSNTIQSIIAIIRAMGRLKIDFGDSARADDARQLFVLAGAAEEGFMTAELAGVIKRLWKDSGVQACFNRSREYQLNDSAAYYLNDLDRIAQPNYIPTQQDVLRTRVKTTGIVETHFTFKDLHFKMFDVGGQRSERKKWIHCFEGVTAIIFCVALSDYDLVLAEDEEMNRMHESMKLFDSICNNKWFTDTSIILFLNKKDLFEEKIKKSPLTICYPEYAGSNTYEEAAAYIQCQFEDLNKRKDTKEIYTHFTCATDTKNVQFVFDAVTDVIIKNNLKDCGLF
TRb-SRC2 inh – inhibitors of human thyroid hormone receptor beta-SRC2 interaction | P10828 | TRbeta-SRC2 peptide binding, fluorescence polarization; receptor liganded with 1 µM T3 | Potency, µM (highest dose often 106 µM), for the others: top-dose activity change, negative = inhibition, actives largely listed as inhibitors | actives 0.065% (n = 280,000) | AID 1469;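 note: plate controls were bound peptide for no effect and peptide without receptor for full effect; nearly all actives have a fitted effect of over 50% in size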
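Decrease in fluorescence polarization of 20 nM Texas Red SRC2 coactivator peptide flagged inhibition of its binding to 0.6 uM TRb LBD; 1 uM T3 included, incubation 5 hr, ex 555/em 632 nm.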
Starred values were filed as active, the others as inactive; i = inactive; ? = inconclusive; / = no result given; [ ] = another dose, or the depositor's remark. Unless noted, calls come from the whole dose curve; as a rule, active = well fitted curve in the direction sought with a large enough effect; inconclusive = small, poorly fitted or top-dose-only effect, or another doubt; inactive = no such curve, though single readings can be large; an effect the other way counts as inactive or inconclusive. Unless noted, % is set by controls: 0 for no effect and ±100 for the full control effect; potency is the fitted concentration of half-maximal effect. Not all compounds are listed; count on the stated rates, not on these rows.

| canonical_smiles | GAA glycogen | GAA spleen mod | RGS12 GoLoco inh | TRb-SRC2 inh | GAA inhib | TexasRed fluor | RECQ1 helicase | L3MBTL1 block |
| --- | --- | --- | --- | --- | --- | --- | --- | --- |
| CSCCC(NC(=O)COc1cccc2ccccc12)C(=O)O (stereo not drawn) | 7% | 6% | 6% | -3% | / | -3% | -12% | 7% |
| CCOc1ccccc1OCC(=O)Nc1nnc(COC)s1 | 2% | -4% | 4% | 9% | 1% | -1% | -5% | 5% |
| CC(C)(C)C(=O)Nc1ccccc1C(=O)Nc1cc(Cl)ccc1Cl | -3% | -6% | 6% | 0% | 1% | 0% | -10% | 15% |
| Cc1cc(=O)n2nc(N3CCC(C(=O)NCc4cccnc4)CC3)sc2n1 | 0% | -3% | 5% | 5% | -2% | -1% | -1% | / |
| Nc1nc2ccccc2n1C(=O)c1ccco1 | 1% | 2% | 10% | -5% | 0% | -5% | 3% | -3% |
| NC(=O)NC(=O)COC(=O)c1cccc(S(=O)(=O)N2CCCCCC2)c1 | -8% | 4% | -1% | -5% | / | 0% | -3% | / |
| CCOC(=O)c1c(NC(=O)CCc2ccc(CC)o2)sc(C)c1C | 8% | 0% | 4% | -1% | -7% | -5% | -12% | 18% |
| CCN(CC)CCNC(=S)N1CCn2c(nc3ccccc32)C1 | -6% | 2% | 3% | 0% | 0% | 2% | 7% | 5% |
| O=C(OCC(=O)N1CCOCC1)c1ccccc1SCC(=O)N1CCCC1 | 13% | 4% | 0% | -1% | -1% | 0% | -5% | 2% |
| O=C(C1=C[C@H](c2ccc(C(F)(F)F)cc2)C[C@H](OCc2ccc(CO)cc2)O1)N1CCOCC1 | -9% | -13% | 4% | -4% | / | -1% | -6% | 11% |
| CCOC(=O)c1sc(-c2ccccn2)nc1C | 2% | -4% | 6% | -3% | 1% | -2% | i | 12% |
| COC(=O)c1cc(NS(=O)(=O)c2ccc(NC(C)=O)cc2)ccc1Cl | 5% | 4% | 9% | 7% | / | -2% | -6% | 3% |
| CC(=O)c1c(N2CCCCC2)nc(=O)n(-c2ccccc2)c1C | 12% | 3% | 11% | -5% | 3% | -7% | -11% | -1% |
| O=c1c(Cc2ccc(F)cc2)c(O)ccn1Cc1ccco1 | 20% | 6% | 13% | 2% | -10% | -5% | i | 0%[11.4 µM] |
| Cc1ccc(C(C)C)c(OCc2ccc(C(=O)N/N=C/c3ccc(O)cc3O)cc2)c1 | -13% | -11% | 10% | 4% | -11% | -2% | -14% | -6% |
| COc1ccc(CNc2ncnc3cc(OC)c(OC)cc23)cc1OC | 4% | 5% | 4% | 0% | / | -4% | i | 2% |
| CCOCCCNC(=O)c1ccccc1SCC | -4% | 0% | -11% | -5% | -5% | 1% | 0% | 0% |
| O=C(Cn1cnc2ccccc2c1=O)N1CCN(c2ccccc2)CC1 | 0% | -8% | 9% | 3% | -6% | -1% | -1% | -2% |
| C/C(=N/NC(=O)c1cc(O)c(O)c(O)c1)c1ccc([N+](=O)[O-])cc1 | ? | -9% | -9% | 6% | -6% | 0% | -6% | 18µM* |
| COC(=O)c1ccc(NC(=O)Nc2ccc(F)cc2F)cc1 | -6% | -6% | 0% | -3% | -6% | -2% | i | 8% |
| COc1ccc2c(c1)-c1nc(NC(=O)c3ccco3)sc1CC2 | -1% | -5% | -21% | -2% | ? | -2% | -6% | 5% |
| CCC(=O)OC1(C)C(=O)C=C2C=C(CCCNC(=O)OC(C)(C)C)OC=C2C1=O (stereo not drawn) | / | 3% | 3% | 12% | / | -1% | -8% | / |
| O=C1C(=O)N(C2CCCC2)C(=O)N1Cc1c(F)cccc1Cl | 4% | 3% | 3% | -4% | -8% | 0% | 0% | / |
| COC(=O)C1=C(N)c2c(F)cccc2C1(C#N)c1ccc(F)cc1 (stereo not drawn) | 0% | 4% | -1% | -4% | 4% | -2% | -18% | / |

A run of entries of the results above:
| canonical_smiles | GAA glycogen | GAA spleen mod | RGS12 GoLoco inh | TRb-SRC2 inh | GAA inhib | TexasRed fluor | RECQ1 helicase | L3MBTL1 block |
| --- | --- | --- | --- | --- | --- | --- | --- | --- |
| O=c1c(Cc2ccc(F)cc2)c(O)ccn1Cc1ccco1 | 20% | 6% | 13% | 2% | -10% | -5% | i | 0%[11.4 µM] |
| Cc1ccc(C(C)C)c(OCc2ccc(C(=O)N/N=C/c3ccc(O)cc3O)cc2)c1 | -13% | -11% | 10% | 4% | -11% | -2% | -14% | -6% |
| COc1ccc(CNc2ncnc3cc(OC)c(OC)cc23)cc1OC | 4% | 5% | 4% | 0% | / | -4% | i | 2% |
| CCOCCCNC(=O)c1ccccc1SCC | -4% | 0% | -11% | -5% | -5% | 1% | 0% | 0% |

Remaining list, next part:
| canonical_smiles | GAA glycogen | GAA spleen mod | RGS12 GoLoco inh | TRb-SRC2 inh | GAA inhib | TexasRed fluor | RECQ1 helicase | L3MBTL1 block |
| --- | --- | --- | --- | --- | --- | --- | --- | --- |
| Cc1ccc(C(=O)NC(=S)NNC(=O)COc2ccccc2C)cc1 | -6% | 1% | 8% | 6% | 5% | 0% | i | 16% |
| Cc1ccccc1OCc1nnc(SCC(=O)Nc2ccc3c(c2)OCO3)n1C | 0% | -14% | 2% | 2% | -3% | -4% | i | -5% |
| NC(=O)Cn1c(=O)n(Cc2ccco2)c(=O)c2c3c(sc21)CCCCC3 | 7% | -5% | 12% | -6% | -1% | -12% | ? | ? |
| COc1cc(C2N(c3cc(C)on3)C(=O)C3CCCN32)cc(OC)c1OC (stereo not drawn) | 4% | -12% | -11% | -1% | -4% | -2% | -1% | 0% |
| COc1ccc(N2C(=O)CC(N3CCC(O)(c4ccc(Br)cc4)CC3)C2=O)cc1 (stereo not drawn) | 0% | -3% | -11% | 0% | -2% | -4% | -1% | -2% |
| Cc1nc(SCC(=O)Nc2ccnc3ccccc23)n[nH]1 | -14% | -2% | 5% | -1% | 1% | 2% | -7% | / |
| Clc1ccc(C2=Nn3c(nnc3-c3cccnc3)SC2)s1 | 4% | 7% | 10% | 6% | -1% | 1% | i | -1% |
| O=S(=O)(Cc1ccccc1Cl)NCc1ccccc1 | 2% | -3% | -11% | -7% | 1% | -2% | -4% | / |
| O=C(CO/N=C1\CCCc2nonc21)Nc1ccccc1Cl | -4% | 0% | 10% | -7% | 6% | 0% | 10% | ? |
| COc1ccc(N2C(=O)CC(NCc3cccc(F)c3)C2=O)cc1 (stereo not drawn) | 11% | -3% | -3% | -1% | -2% | 0% | i | -2% |
| O=C(CN1C(=O)C2CC=CCC2C1=O)Nc1nc2ccccc2[nH]1 (stereo not drawn) | 6% | 1% | -2% | -2% | 6% | -1% | i | 3% |
| CCCN(CCC)S(=O)(=O)c1ccc(C(=O)O)cc1 | 3% | 4% | 4% | 1% | -24%[15.4 µM] | 0% | -11% | 0% |
| Cc1cc(NS(=O)(=O)c2ccc(NC(=O)CSc3nc4ncc(Cl)cc4[nH]3)cc2)nc(C)n1 | 3% | 5% | 7% | 3% | / | 1% | 7% | 3% |
| Fc1ccccc1CCNc1nnnn1-c1ccccc1 | -13% | 6% | -1% | -10% | 0% | 2% | -4% | / |
| CCn1nnnc1-c1ccc(OC)c(S(=O)(=O)NCc2ccccc2)c1 | 0% | -2% | -16% | 4% | 1% | -1% | -3% | / |
| Cc1ccc(CNC(=O)C2(C)Oc3ccccc3NC2=O)cc1 (stereo not drawn) | 5% | 2% | 9% | -8% | 2% | -1% | -14% | / |
| CCCCCCCCCCCCCCC/C=C/[C@@H](O)[C@H](NC(=O)CCCCCCCCCCCCC)OC (tested in a mixture with another compound) | / | 6% | 7% | -3% | / | -5% | -4% | / |
| COc1ccc(NC(=S)NCC(c2ccco2)N2CCCC2)cc1 (stereo not drawn) | 8% | -6% | 4% | -1% | 5% | 0% | -3% | / |
| COc1ccc(-c2csc(Nc3ccc(S(N)(=O)=O)cc3)n2)cc1 | -27% | -1% | 5% | 2% | -2% | -4% | -16% | / |
| C/C(=N/OC(=O)c1ccccc1)c1oc(C)nc1C | 2% | 1% | -13% | 8% | 4% | -4% | -8% | 3% |
| Cc1ccc2nc(SC(C)C(=O)N3CC(C)OC(C)C3)[nH]c2c1 (stereo not drawn) | 3% | -3% | 6% | -3% | -3% | -4% | -5% | 4% |
| CCc1ccc(S(=O)(=O)NCCc2cn3cccc(C)c3n2)s1 | 1% | -1% | 4% | 4% | -4% | -2% | -1% | / |
| Cc1ccc(O)c(CNc2cccc3cccnc23)c1 | ? | 4% | 14% | 1% | -1% | -1% | ? | -28% |
| COC(=O)NNC(=O)c1ccccc1C | -9% | -2% | 3% | -2% | 0% | -3% | i | / |
| Cc1ccc(CNC(=O)c2cc(C)nn2-c2ccccc2)cc1 | 4% | 4% | -4% | 2% | / | 0% | -6% | -7% |
| CCc1ccc2c(COC(=O)c3n[nH]c4ccccc34)cc(=O)oc2c1 | 0% | -3% | 33% | 12% | -4% | 1% | -7% | -10% |
| O=C(c1cc(-c2ccc(Cl)c(Cl)c2)on1)N1CCN(c2ccccc2)CC1 | 9% | -2% | 4% | -1% | 0% | -6% | i | 0% |

Random excerpt: five entries already listed
| canonical_smiles | GAA glycogen | GAA spleen mod | RGS12 GoLoco inh | TRb-SRC2 inh | GAA inhib | TexasRed fluor | RECQ1 helicase | L3MBTL1 block |
| --- | --- | --- | --- | --- | --- | --- | --- | --- |
| CCc1ccc(S(=O)(=O)NCCc2cn3cccc(C)c3n2)s1 | 1% | -1% | 4% | 4% | -4% | -2% | -1% | / |
| C/C(=N/OC(=O)c1ccccc1)c1oc(C)nc1C | 2% | 1% | -13% | 8% | 4% | -4% | -8% | 3% |
| Cc1ccc(CNC(=O)C2(C)Oc3ccccc3NC2=O)cc1 (stereo not drawn) | 5% | 2% | 9% | -8% | 2% | -1% | -14% | / |
| CCc1ccc2c(COC(=O)c3n[nH]c4ccccc34)cc(=O)oc2c1 | 0% | -3% | 33% | 12% | -4% | 1% | -7% | -10% |
| O=C(c1cc(-c2ccc(Cl)c(Cl)c2)on1)N1CCN(c2ccccc2)CC1 | 9% | -2% | 4% | -1% | 0% | -6% | i | 0% |
